NPYLR7 agonist: activates Aedes aegypti NPYLR7 receptor | hit rate 0.15% among 270,000 | activation, % at 10 µM | HEK293T NPYLR7/Galpha15, GCaMP6s calcium fluorescence | AID 1259423; in the data active = activation above about 40%;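 note: 0% = vehicle and 100% = reference agonist at the receptor; some compounds past the cut are filed as inactive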
mcGAS inh: blocks mouse cGAS activity | inhibition, % at 12.5 µM | recombinant cGAS, Kinase-Glo ATP depletion luminescence | hit rate 0.15% among 160,000;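 note: 0% = negative control wells and 100% = reference inhibitor with no enzyme activity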
hcGAS lum: inhibitors of human cGAS; recombinant h-cGAS, ATP depletion, Kinase-Glo luminescence; inhibition, % at 12.5 µM; hit rate 0.081% among 290,000; AID 1259398;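 note: 0% = vehicle reaction and 100% = reaction without DNA for no activity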
Target sequence (Q8N884 whole entry, looked up): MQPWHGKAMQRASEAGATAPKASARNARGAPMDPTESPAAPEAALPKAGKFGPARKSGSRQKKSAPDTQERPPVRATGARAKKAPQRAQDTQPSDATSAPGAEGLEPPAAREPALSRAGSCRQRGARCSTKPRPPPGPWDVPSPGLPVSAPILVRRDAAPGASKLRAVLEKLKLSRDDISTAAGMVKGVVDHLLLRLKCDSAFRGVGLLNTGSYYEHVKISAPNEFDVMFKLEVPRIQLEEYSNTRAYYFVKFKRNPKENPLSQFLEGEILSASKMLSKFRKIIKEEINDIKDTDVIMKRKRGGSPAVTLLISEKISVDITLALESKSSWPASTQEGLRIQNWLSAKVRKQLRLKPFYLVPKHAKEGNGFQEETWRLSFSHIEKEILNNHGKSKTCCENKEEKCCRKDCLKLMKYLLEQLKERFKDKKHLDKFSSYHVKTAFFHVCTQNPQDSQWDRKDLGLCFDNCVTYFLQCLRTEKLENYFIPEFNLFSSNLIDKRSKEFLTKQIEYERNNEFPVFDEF
* marks the source's active call; other numbers are inactive results; · = no result given; & = joins results of further samples. Cut-off read from the data, not from the text of the source, unless noted: active = inhibition above about 40%; inactive = the rest.

canonical_smiles | NPYLR7 agonist | mcGAS inh | hcGAS lum
COc1cccc(C(=O)N2CCN(C(c3ccccc3)c3ccc(Br)cc3)CC2)c1 (stereo not given) | 4 | -7 | -4
COc1cccc(C(=O)NCc2ccccc2Cl)c1OC | 6 | · | -7
O=C1CCC(C(=O)Nc2ccc(F)c(-n3cccc3)c2)CN1 (stereo not given) | -22 | · | 2
O=C(Nc1ccc(SCc2ccncc2)nn1)c1cccs1 | 16 | · | -8
O=C(Nc1nnc(SCCc2ccccc2)s1)C1CCC1 | 21 | -6 | -5
Brc1cc2c(cc1COc1ccc(-c3nnco3)cc1)OCCO2 | 12 | · | -4
Cc1ccc(C)c(Cn2ccnc2CN(CC2CC2)C(=O)c2ccc(F)cc2)c1 | -4 | -7 | -5
CC(C)n1cnnc1CN(C)C(=O)C(O)c1ccc(C(F)(F)F)cc1 (stereo not given) | 3&10 | · | -7&-5
COc1ccc(OC)c(S(=O)(=O)N2CCN(c3cc(-n4ccnc4)nc(C)n3)CC2)c1 | -10 | -7 | -2
Cc1cn2c3c(=O)n(CCC(C)C)c(=O)n(C)c3nc2n1C(C)C | 15 | · | -6
O=C(NCCc1ccccn1)c1nn(-c2ccccc2F)c(=O)n(Cc2cccc(C(F)(F)F)c2)c1=O | 9 | -5 | -5
C=C(Br)COc1cc(C)nc(C)c1C#N | 9 | · | -8
Cc1ccccc1CNC(=O)CS(=O)Cc1noc(CC(C)C)n1 (stereo not given) | 3 | · | 4
CC(C)N(CC(=O)N(Cc1ccccc1)Cc1cccn1C)C(=O)c1ccc(C(C)(C)C)cc1 | -3 | -6 | -6
Cc1cc(C)cc(COc2coc(CN3CCN(S(=O)(=O)c4ccc(S(C)(=O)=O)cc4)CC3)cc2=O)c1 | 23 | -7 | -13

Continuation.
canonical_smiles | NPYLR7 agonist | mcGAS inh | hcGAS lum
Cc1c(-c2ccccc2)sc2nc[nH]c(=S)c12 | -1 | · | 1
O=C(NC1CCCCCC1)c1cc(S(=O)(=O)N2CCCCC2)ccc1Br | 9 | · | -5
COc1ccc(-c2cnc3ncnn3c2NCc2ccc3c(c2)OCO3)cc1OC | · | -6 | -3
CCOC(=O)c1ccc2c(c1)nc(SCc1cc3c(cc1Cl)OCO3)n2Cc1ccccn1 | 11 | -6 | -2
Cc1cnc(C(=O)NCC(C)(c2ccccc2)c2ccccc2)cn1 | 0 | -14 | -4
O=C(NCC1CCCO1)c1cnn2c(C(F)(F)F)cc(-c3ccc(F)cc3)nc12 (stereo not given) | -2 | -4 | -4
O=C1C2C3C=CC(C3)C2C(=O)N1c1ccc2ccccc2c1 (stereo not given) | 3&1 | -6&-5 | -5&-4
CC(C)(C)C(C)(O)C#CCN1CCCCC1 (stereo not given) | 4 | -6 | 2
COCCn1c(SCC(=O)Nc2nc3ccccc3s2)nc2c(c1=O)SC(C)C2 (stereo not given) | 1 | · | -11
COc1ccc(-c2ccccc2NC(=O)C2CCCN(Cc3ccn[nH]3)C2)cc1 (stereo not given) | 10 | · | -9
CC(C)Oc1ccc(C(=O)N(C)C(C)C2(C)CC2)cn1 (stereo not given) | 0 | · | -7
Cc1cccc(CNC(=O)c2sc(=O)n(Cc3c(C)noc3C)c2C)c1 | 8 | · | -2
CCC(CC)CN1CCc2nnc(C(CC(C)C)NC(=O)c3cc(C)cc(C)c3)n2CC1 (stereo not given) | 16 | · | -4
COc1cccc(-c2cc(C(=O)NCCc3ccc(Cl)cc3Cl)nc3cc(-c4ccccc4)nn23)c1 | 6 | -7 | -3
O=c1c2ccccc2sn1CN1CCN(c2ccc(C(F)(F)F)cn2)CC1 | 11 | -8 | -13

Additional results
canonical_smiles | NPYLR7 agonist | mcGAS inh | hcGAS lum
COc1ccc(C(O)C2C(=O)NC(=S)NC2=O)c(C(=O)O)c1OC (stereo not given) | -7 | · | -4
S=c1n(-c2ccccc2)cnn1CN1CCCC1c1cccs1 (stereo not given) | -2 | · | 1
CCN(CC1CCOCC1)c1cc(C2CCCNC2)nc(C)n1 (stereo not given) | 7 | · | -10
Cc1c(NC(=O)CCN2C(=O)C(C)Oc3ccccc32)cccc1[N+](=O)[O-] (stereo not given) | -2 | · | -6
Cc1csc2nc(CNc3ccc4c(c3)OCCCO4)cc(=O)n12 | 3 | -7 | -9
O=S(=O)(Cc1ccc(Cl)c(Cl)c1)NCc1cscn1 | 5 | · | -11
CCOC(=O)N1CCN(Cc2nc3c(c(=O)n(C)c(=O)n3C)n2Cc2cccc(C)c2)CC1 | 0 | · | -5
COc1cc(NS(=O)(=O)c2ccc(F)c(F)c2F)c(OC)cc1Cl | 7 | · | -12
Cc1nc(CN(C)C(=O)c2coc(COc3ccc(F)cc3Cl)n2)no1 | 11 | · | -9
Cc1ccc(-n2ncc3c2CCCC3NC2CSCCSC2)cc1C (stereo not given) | 7 | -14 | -12
COc1ccccc1C(=O)Nc1cc(-c2nc3ccccc3o2)ccc1Cl | 2 | -4 | -7
COc1ccc(C(=O)NC2CCN(c3ccccc3C(=O)NC3CC3)CC2)cc1 | 0 | -6 | -7
COc1ccc(OCC(O)Cn2c(C)nc3ccccc32)cc1 (stereo not given) | 5 | · | 5
Cc1ccc2c(=O)c(/C=N\NC(=O)CCC(=O)Nc3ccc(C(=O)O)cc3)coc2c1 | -2 | · | 0
Cc1cc2ccccc2n1CC(=O)N1c2ccccc2CC1C (stereo not given) | 8 | -15 | -10

Compound profiles (already shown). Values in the order: NPYLR7 agonist, mcGAS inh, hcGAS lum
S=c1n(-c2ccccc2)cnn1CN1CCCC1c1cccs1 (stereo not given) in the list: -2, ·, 1
COc1ccccc1C(=O)Nc1cc(-c2nc3ccccc3o2)ccc1Cl in the list: 2, -4, -7

(listing goes on)
The line under a structure holds: NPYLR7 agonist | mcGAS inh | hcGAS lum
> O=C1N(Cc2ccc(F)cc2)C(c2ccccc2)=NOC12CCC2
    0 | · | -8
> COc1ccc(CN2CCC3(CC2)c2ccccc2[C@@H](NC(=O)c2cccs2)[C@@H]3OC)c(F)c1
    26 | -9 | -2
> Fc1ccc(N=Cc2cccnc2)cc1F
    -6 | · | -8
> Cc1cc(CC(=O)NCc2ccc(COCC(F)(F)F)cc2)n[nH]1
    -3 | · | 39
> CC1(C(=O)Nc2cccc3cccnc23)CCN1C1Cc2ccccc2C1 (stereo not given)
    5 | · | -8
> Cc1c(C(=O)NCCN(C)C)c(CC(C)C)nn1-c1ccc(F)cc1
    · | -2 | -4
> CCC1=NN2C(=N)/C(=C/c3cccc(OS(=O)(=O)c4ccc(C)cc4)c3)C(=O)N=C2S1
    0 | · | 4
> CN(C)c1ccccc1NC(=O)N1CCCC1CN1CCCCC1 (stereo not given)
    -2 | 1 | 5
> COc1ccc(-c2cnc(-c3ccc(CNC(=O)c4cc(F)ccc4F)cc3)[nH]2)cc1
    -1 | -5 | -4
> COc1ccc(-n2ncc3c2CC(C)(C)CC3NCc2nc3ccccc3nc2C)cc1 (stereo not given)
    6 | -6 | -1
> Cc1cc2c(cc1C)NC(c1cc3c(cc1Cl)OCO3)C1C(=O)CC(C)(C)CC1=N2 (stereo not given)
    6 | -4 | 0
> C=CCOC(=O)C1=C(C)NC(=O)NC1c1ccccc1F (stereo not given)
    -3 | · | 5
> COc1ccc(-n2nnnc2CNC(=O)Cc2ccc(-c3ccccc3)cc2)cc1
    9 | -4 | -4
> Cn1c(NCc2ccccc2)nc2cnc(-c3ccccc3)cc21
    12 | -6 | -4
> Cc1nc(C)n(CC2CCCN(CC(=O)NC(C)(C#N)C3CC3)C2)n1 (stereo not given)
    0 | · | 4
> COCCN(Cc1c(-c2cccc(C)c2)noc1N1CCOCC1)C(=O)C1CC1
    -2 | -3 | -1
> CC1CN2C(=O)CN(C(=O)C(C)(C)Oc3ccc(Cl)cc3)CC2c2ccccc21 (stereo not given)
    5 | -4 | -1
> CCCCN(C(=O)CCc1ccsc1)c1c(N)n(CCC)c(=O)[nH]c1=O
    7 | -8 | -5
> CCN(CC)C(=O)Oc1ccc2c(ccn2Cc2ccc(/C=C/c3ccccc3)cc2)c1-c1cc(C)cc(C)c1
    9 | -5 | -1
> CC1CCc2c(sc(NC(=O)c3cccs3)c2C(=O)Nc2ccc(Cl)cc2)C1 (stereo not given)
    13 | -3 | -14

(listing goes on)
The line under a structure holds: NPYLR7 agonist | mcGAS inh | hcGAS lum
> Cc1ccn2c(=O)c(C(=O)NCCCO)c(O)nc2c1
    -1 | -8 | -10
> CC(C)(C)n1ncc2c(=O)n(NC(=O)COc3ccc(Cl)cc3)cnc21
    4 | · | 0
> CCOC(=O)[C@@H]1CN(C(=O)c2cccc(OC)c2)[C@H]2c3cccc(F)c3O[C@@H]12
    6 | -6 | -8
> CC(=O)c1cccc(OCc2cc(C(=O)N(C)Cc3ccc(F)cc3)n[nH]2)c1
    12 | · | -8
> O=C(CSc1nc2c3ccccc3ncn2n1)Nc1ccccc1[N+](=O)[O-]
    -1 | -4 | 0
> CC1CCCCN1S(=O)(=O)N1CCN(C(=O)OC(C)(C)C)CC1(C)C (stereo not given)
    1 | · | -1
> Brc1ccc(C2=Nc3ncnn3C(c3ccccc3)C2)cc1 (stereo not given)
    17 | 4 | -2
> CN=c1scc(-c2ccccc2F)n1N=Cc1ccccc1
    -6 | · | -13
> CCOc1ccc(OCCOc2ccccc2[N+](=O)[O-])cc1
    25 | · | -14
> COc1ccc(C(=O)O/N=C2/CCCc3c2ccc(O)c3C)cc1OC
    0 | · | -10
> COc1ccccc1OCC1c2ccsc2CCN1C(=O)CN(CCN1CCCC1)C(=O)Nc1cccc(Cl)c1 (stereo not given)
    0 | -4 | -3
> CC1CCCC(NC(=O)Cn2nnnc2C(C)(C)C)C1C (stereo not given)
    8&4 | -6 | -13&-13
> CNC(=O)[C@@]1(OCc2cccc(C(F)(F)F)c2)CC(OCc2cccc(OC(F)(F)F)c2)[C@@H]2OC(C)(C)O[C@@H]2C1 (stereo not given in full)
    5 | -5 | 3
> CC(C)(C)C(=O)N1CCn2nc(C(=O)NCc3ccccn3)cc2C1
    14 | · | -5
> O=c1c(Cl)c(N2CCc3ccccc3C2)cnn1-c1ccc(F)cc1F
    4 | · | -8
> CC1CCCN(CCOc2ccccc2CN2CCn3cncc3C2)C1 (stereo not given)
    5 | -4 | -4
> C(=C\c1nc(-c2ccccn2)n[nH]1)/c1ccccc1
    1 | -11 | -7
> COCCNC(=O)C1(C)CCN(Cc2ccccc2-c2ccccc2)C1 (stereo not given)
    0 | -1 | 2
> CC(C)(C)CC(C)(C)N=C1CC(=O)OC12CCCCC2
    17 | -3 | -8
> O=C(N[C@H]1CCCNC1)c1cn(C/C=C/c2ccccc2)nn1
    1 | -16 | -2

Remaining list, next part
The line under a structure holds: NPYLR7 agonist | mcGAS inh | hcGAS lum
> CCOC(=O)CSc1ccc2nnc(-c3ccncc3)n2n1
    0 | -8 | -4
> Cc1ccc(-c2ccc3c(c2)COCC(=O)N3C(C)C)cc1C
    10 | · | -6
> Cc1n[nH]c(C)c1CCC(=O)N1CC[C@@](C)(O)[C@@H](Cc2ccccc2)C1
    0 | · | 0
> COc1cc(C(=O)NC(=S)Nc2cc(C)cc(C)c2O)cc(OC)c1OC
    0 | · | -6
> COc1ccc(CCN(C)C(=O)CCCCCC(C)=O)cc1OC
    -2 | -4 | -8
> CCCCCn1cc(C2CCN(C(=O)c3c(-c4c(F)cccc4Cl)noc3C)CC2)c2ccccc21
    28 | -8 | -4
> CCc1ccc(C(O)c2ncc(-c3ccccc3C)[nH]2)cc1 (stereo not given)
    0 | · | -8
> O=C(CC(c1ccccc1)c1cn(Cc2ccccc2)c2ccc([N+](=O)[O-])cc12)NCCCN1CCOCC1 (stereo not given)
    -6 | -5 | -6
> Cc1[nH]c(=O)sc1S(=O)(=O)N1CCN(C(=O)C(Sc2ccccc2)c2ccccc2)CC1 (stereo not given)
    3 | · | -7
> O=C1NC(=Nc2ccc(Cl)cc2)SC1Cc1cccc2ccccc12 (stereo not given)
    -4 | -5 | -4
> CC12CN3CC(C)(CN(C1)C31C(=O)Nc3ccccc31)C2=O (stereo not given)
    0 | -5 | -2
> CCCCCOc1ccc(Nc2ccc(-c3cccc(N(C)C)c3)cn2)cc1
    -9 | 5 | 7
> COc1ccc(C(=O)NC2CC2)c(OC2CCN(C/C=C/c3ccccc3)CC2)c1
    · | -10 | -2

Grouped by structure: the entries above with two or more sulfur atoms (11)
The line under a structure holds: NPYLR7 agonist | mcGAS inh | hcGAS lum
> O=C(Nc1ccc(SCc2ccncc2)nn1)c1cccs1
    16 | · | -8
> O=C(Nc1nnc(SCCc2ccccc2)s1)C1CCC1
    21 | -6 | -5
> Cc1cc(C)cc(COc2coc(CN3CCN(S(=O)(=O)c4ccc(S(C)(=O)=O)cc4)CC3)cc2=O)c1
    23 | -7 | -13
> Cc1c(-c2ccccc2)sc2nc[nH]c(=S)c12
    -1 | · | 1
> COCCn1c(SCC(=O)Nc2nc3ccccc3s2)nc2c(c1=O)SC(C)C2 (stereo not given)
    1 | · | -11
> S=c1n(-c2ccccc2)cnn1CN1CCCC1c1cccs1 (stereo not given)
    -2 | · | 1
> O=S(=O)(Cc1ccc(Cl)c(Cl)c1)NCc1cscn1
    5 | · | -11
> Cc1ccc(-n2ncc3c2CCCC3NC2CSCCSC2)cc1C (stereo not given)
    7 | -14 | -12
> CCC1=NN2C(=N)/C(=C/c3cccc(OS(=O)(=O)c4ccc(C)cc4)c3)C(=O)N=C2S1
    0 | · | 4
> CC1CCc2c(sc(NC(=O)c3cccs3)c2C(=O)Nc2ccc(Cl)cc2)C1 (stereo not given)
    13 | -3 | -14
> Cc1[nH]c(=O)sc1S(=O)(=O)N1CCN(C(=O)C(Sc2ccccc2)c2ccccc2)CC1 (stereo not given)
    3 | · | -7
